Screens deposited in PubChem BioAssay by several laboratories.
HTR5A inv ag = HTR5A inverse agonists in luminescence cell assay, primary screen, counter-screen for OPRM1-OPRD1 heterodimer inverse agonist project, full-deck HTS. inhibition, % at 9.3 µM. AID 504634, 2011. 5-hydroxytryptamine receptor 5A (Homo sapiens), P47898. 0.083% of 340,000 active. HTR5A cell line, inverse agonism; in the data active means inhibition mostly above about 23%, no sharp cut-off; inactive means mostly below about 18%;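 further: 0% = cells with DMSO and 100% = no-cell wells with DMSO; some compounds called inactive have numbers as strong as hits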
Target sequence (P47898 whole entry, looked up): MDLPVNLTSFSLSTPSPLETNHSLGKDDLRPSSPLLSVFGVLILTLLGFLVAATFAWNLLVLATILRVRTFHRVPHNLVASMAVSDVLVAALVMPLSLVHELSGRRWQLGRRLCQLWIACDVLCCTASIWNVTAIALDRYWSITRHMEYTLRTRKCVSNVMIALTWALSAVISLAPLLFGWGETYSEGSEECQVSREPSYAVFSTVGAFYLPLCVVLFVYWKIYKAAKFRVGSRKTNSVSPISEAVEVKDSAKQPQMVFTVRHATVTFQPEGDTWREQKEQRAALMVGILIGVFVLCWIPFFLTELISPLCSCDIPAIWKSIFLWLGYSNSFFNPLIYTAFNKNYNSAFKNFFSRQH
DAGLB inhibitor = DAGLB lipase inhibitors, primary screen, biochemical, fluorescence, HTS; Diacylglycerol lipase-beta (Homo sapiens), Q8NCG7; HEK293T DAGLB membrane lysate, EnzChek fluorogenic substrate; inhibition, % at 5.17 µM; 0.059% of 340,000 active; in the data active means inhibition above about 34%;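 further: 0% = enzyme with vehicle and 100% = wells lacking enzyme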
Tat transport = E. coli Tat export inhibitors, primary screen, MC4100, TorA-mCherry reporter, fluorescence, single point; inhibition, % at 10 µM; 0.036% of 340,000 active; AID 488895, 2010;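 active means mean replicate inhibition at least 50% and at least half of replicates individually reaching 50%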;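 further: exported cargo escapes ClpAP degradation while cytoplasmic cargo is degraded and loses fluorescence; 0% = median of neutral control wells and 100% = median of NaSCN control wells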
PKA-R2B activ = activators of PKA-R2B holoenzyme, primary screen, biochemical, fluorescence polarization, Cy5-IP20, human; cAMP-dependent protein kinase catalytic subunit beta (Homo sapiens) + cAMP-dependent …; PKA-R2B holoenzyme dissociation; R2B truncated from residue 108, S112A mutant; 0% DMSO only, 100% 113 µM cGMP; activation, % at 11.4 µM; 0.079% of 340,000 active; AID 504700, 2011;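 active means activation above a cutoff set at the mean over all compounds plus 3 SD, cut at about 18% in these data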;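 further: higher means more holoenzyme dissociation and a rise in polarization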
Target sequence (P31323 whole entry, looked up, other chains not shown, the tested form may be a part): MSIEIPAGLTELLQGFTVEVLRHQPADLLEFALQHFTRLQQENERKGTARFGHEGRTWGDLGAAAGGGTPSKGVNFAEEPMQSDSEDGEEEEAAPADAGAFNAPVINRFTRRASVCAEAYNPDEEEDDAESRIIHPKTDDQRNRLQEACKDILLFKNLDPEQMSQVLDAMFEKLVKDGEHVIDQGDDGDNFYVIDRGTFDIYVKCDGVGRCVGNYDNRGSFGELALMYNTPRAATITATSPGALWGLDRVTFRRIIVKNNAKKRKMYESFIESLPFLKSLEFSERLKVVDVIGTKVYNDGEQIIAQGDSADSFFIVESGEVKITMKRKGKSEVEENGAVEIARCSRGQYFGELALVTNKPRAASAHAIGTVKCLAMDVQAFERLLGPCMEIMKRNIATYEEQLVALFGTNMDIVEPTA
phage Ecoli inh = growth loss of phage-infected E. coli, primary screen, RecBCD inhibitor project, absorbance, with phage, HTS | inhibition, % at 11.9 µM | 0.26% of 360,000 active | AID 651602, 2012; in the data active means inhibition above about 11%
CDK5 p35 inh = inhibitors of human CDK5/p35 kinase, primary screen, biochemical, single concentration; Cyclin-dependent kinase 5 (Homo sapiens) + Cyclin-dependent kinase 5 activator 1 (Homo …; Recombinant CDK5/p35, ADP-Glo luminescence, 60 min; inhibition, % at 10 µM; 0.01% of 330,000 active;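 active means highest replicate inhibition of at least 50% and at least 75% of replicates reaching 50%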;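 further: plate controls were DMSO neutral control for no effect and GW8510 at 10 µM for full effect; many of its hits are not listed in these tables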
HTR5A ag = HTR5A agonists in luminescence cell assay, primary screen, counter-screen for OPRM1-OPRD1 heterodimer agonist project, full-deck HTS; cell-based; activation, % at 9.3 µM; 0.61% of 340,000 active; 5-hydroxytryptamine receptor 5A (Homo sapiens), P47898; in the data active means activation mostly above about 9.5%, no sharp cut-off; inactive means mostly below about 7.6%;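 further: 0% = cells with vehicle only and 100% = reference agonist; strong numbers were not always called active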
SUMO Mot1 rescue = yeast Mot1-301 growth rescue at high temperature, primary screen, SUMOylation pathway inhibitor project, S. cerevisiae, ATP luminescence, 38.5C | S. cerevisiae Mot1-301 growth rescue; percent above DMSO median, 100 means doubled | growth rescue, % at 18.8 µM | 1% of 320,000 active;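 active means every valid replicate shows activation above 250% relative to neutral control wells; inactive means the rest, any valid replicate at or below 250%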;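 further: OY570 slx delta 5 strain wells were the positive control but not used for scaling; some compounds called inactive have numbers as strong as hits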
AddAB inh = growth inhibition of E. coli expressing H. pylori AddAB, primary screen, AddAB inhibitor project, absorbance. inhibition, % at 11.9 µM. 0.29% of 330,000 active. AID 435030, 2010; in the data active means inhibition above about 12%;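 further: 0% = vehicle wells of infected cells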
PKA-R1A activ = activators of PKA-R1A holoenzyme, primary screen, biochemical, fluorescence polarization, Cy5-IP20, bovine R1A, mouse PKAc. cAMP-dependent protein kinase type I-alpha regulatory subunit (Bos taurus) + …. PKA-R1A dissociation; scaled: DMSO 0%, 113 µM cGMP 100%. activation, % at 11.4 µM. 0.083% of 340,000 active. AID 504707, 2011;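 active means percent activation above the mean of all tested compounds plus 3 SD, cut at about 19% in these data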;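 further: higher means more PKAc released from R1A so a rise in polarization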
Ecoli viability = E. coli V3065 growth inhibition, primary screen, counter-screen for AddAB inhibitor project, absorbance, OD600; 0.27% of 330,000 active; 18 h; inhibition, % at 11.9 µM;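 active means inhibition above the campaign's mean inhibition across all tested compounds plus 3 SD, cut at about 9.9% in these data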;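 further: uninfected addAB+ strain grown without phage in ampicillin broth; 0% = DMSO wells and 100% = ciprofloxacin 0.95 µg/ml wells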
* = called active by the depositor; x = not tested or not shown. An unsorted share of the library; 2.3% or so of the library scored in one or more.

Molecule,HTR5A inv ag,DAGLB inhibitor,Tat transport,PKA-R2B activ,phage Ecoli inh,CDK5 p35 inh,HTR5A ag,SUMO Mot1 rescue,AddAB inh,PKA-R1A activ,Ecoli viability
C[C@H](CO)N1C[C@H](C)[C@@H](CN(C)S(=O)(=O)c2ccccc2)Oc2c(NC(=O)Nc3ccc(C(F)(F)F)cc3)cccc2C1=O,3,-1,12,-1,2.7,0.3,5,26,2.7,-10,1.9
COc1cc(CN2CCCC(N3CCN(c4ccccc4C)CC3)C2)cc(Cl)c1O (stereo unspecified),-8,0,-6,8,1.5,0.9,2,-7,-4.2,-9,0.1
Cn1c(=O)[nH]c(=O)c2c1nc(N(CCO)Cc1ccccc1)n2CCCc1ccccc1,-12,9,8,0,3.0,-1.0,5,-2,1.9,-2,-1.2
O=C(/C=C/c1ccccc1)N1CCN(C(=O)c2ccco2)CC1,12,-1,-2,-1,2.5,0.8,-1,15,-0.1,2,-1.3
COc1cc(CCN2C(=O)c3cccc4cccc(c34)C2=O)c(S(=O)(=O)NCCCO)cc1OC,-27,1,4,-1,1.5,0.6,3,151,0.6,-10,-0.2
COc1ccc(/C=N\Nc2ccccn2)c(OC)c1,-2,0,3,11,2.1,0.4,1,240,x,-11,x
O=C(NNC(=O)[C@@H]1CCCC[C@@H]1C(=O)O)c1cccs1,11,-1,-5,-12,2.9,-0.2,-2,195,3.7,3,-0.5
O=C(Nc1ccc2c(c1)OCCO2)c1cccs1,-8,-1,2,-11,3.9,0.3,3,-5,2.3,-3,3.0
O=Cc1ccc(OCC(=O)N2CCc3ccccc32)c(Br)c1,14,2,-1,-3,1.5,0.6,-6,x,x,-6,x
NC(=O)c1ccsc1NC(=O)COC(=O)c1c(F)cccc1Cl,21,0,-10,5,2.2,-3.1,-8,-9,0.7,-7,-0.7
COc1ccc(S(=O)(=O)N2CCC(C(=O)Nc3nccs3)CC2)cc1,-6,0,-1,-1,1.1,-0.7,2,-10,0.1,-1,-0.4
Cn1c(=O)c2c(nc(Br)n2CCSc2nc3ccccc3o2)n(C)c1=O,1,-1,9,10,0.6,1.4,5,-20,-1.4,4,-2.2
CCc1nccn1CCC(=O)N1CCCC(N2CCN(c3ccccc3F)CC2)C1 (stereo unspecified),5,2,-10,0,0.6,2.3,8,88,0.5,0,0.2
COc1ccc(-c2csc3[nH]c(=S)n(-c4ccccc4)c(=O)c23)cc1OC,1,-2,-3,7,3.0,0.8,0,-8,0.7,-4,0.6
CCOC(=O)CSc1nnc(CNC(=O)c2cccc(C)c2)n1C,3,-2,-10,8,2.8,-1.4,-1,x,0.8,-4,2.3
Cc1sc(NC(=O)c2cccnc2)nc1-c1ccccc1,11,-1,1,10,3.0,-3.4,-5,187,2.1,-4,1.7
CC(Sc1nc(N)c(NC(=O)c2ccc(Br)o2)c(=O)[nH]1)C(=O)O (stereo unspecified),-5,2,2,-1,-1.9,0.2,1,-2,-1.2,0,0.1
Cc1cc(-c2nnnn2-c2ccc(C(F)(F)F)cc2)no1,3,-2,3,8,1.5,0.0,2,-2,3.1,-5,2.1
CCC(C)NC(=O)c1ccc(NC(=O)CC2SC(N3CCCCC3)=NC2=O)cc1 (stereo unspecified),-17,0,-2,1,0.1,-0.3,7,-8,0.9,1,-2.3
O=C(Nc1nccs1)C1CC(=O)N(c2ccccc2)C1 (stereo unspecified),-4,-1,0,-10,1.8,2.6,0,10,1.4,-4,1.8
CC(C)OCCCNC(=O)CN1C(=O)CC(C)(C)S(=O)(=O)c2ccccc21,-4,1,0,3,2.4,-1.0,1,-2,1.6,0,0.2
N#C/C(=C\c1ccccc1)C(=O)NCCN1CCOCC1,0,0,-8,2,0.0,-1.7,0,-9,0.1,8,-3.5
Cn1c2ccccc2c2cc(/C=N/NC(=O)c3cc(O)ccc3O)ccc21,7,7,-3,-12,0.2,2.2,-2,-8,-0.3,-12,-0.6
CCCCCC(=O)Nc1cc(N(C)C)nc2ccccc12,-3,-4,-4,0,2.8,-1.4,1,-7,-0.2,7,-2.7
Cc1cc(C)cc(NC(=O)C2C3C=CC4(O3)C2C(=O)N(CCCN2CCCCC2)C4C(=O)NC2CCCCC2)c1 (stereo unspecified),6,-2,7,-2,1.6,0.5,-2,8,-0.9,-3,-0.1
COc1ccccc1NC(=O)N1CCCC1C(=O)NC1CCCCC1 (stereo unspecified),-22,1,2,7,2.6,0.6,1,106,-1.1,-1,-1.7
O=C(O)c1ccccc1C(=O)Nc1ccc(S(=O)(=O)NC2CCCCC2)cc1,-14,1,-7,-12,3.1,-1.8,1,7,1.7,-4,-1.3
O=C(COC(=O)C12CC3CC(CC(C3)C1)C2)N1CCN(S(=O)(=O)c2ccccc2)CC1,2,-5,2,-13,0.6,0.4,-1,-19,-0.4,-18,-0.4
CN(C)CCN(C(=O)c1cccc2ccccc12)c1nc2cc3c(cc2s1)OCO3,-14,-1,4,-8,1.3,-0.9,10,-6,-0.9,3,1.2
COc1ccc(C)c2sc(N(CCCN(C)C)C(=O)c3ccc4c(c3)OCCO4)nc12,-2,3,0,1,1.5,-1.1,4,231,-1.0,0,-1.7
CSc1ncc(CO)n1Cc1ccccc1,-41,1,-4,0,1.8,-1.0,3,-1,5.6,0,-0.4
CC1CC(c2ccccc2)n2nc(NC(=O)c3ccco3)nc2N1 (stereo unspecified),-8,-2,-3,9,-0.8,-1.7,3,6,-0.1,-13,3.0
CN(C(=O)C1CCCN(S(=O)(=O)c2cccc([N+](=O)[O-])c2)C1)C1CCS(=O)(=O)C1 (stereo unspecified),-2,-1,2,4,2.6,-1.4,1,-14,0.2,5,1.4
COc1ccc(S(=O)(=O)N2CCN(C(=O)/C=C/c3ccco3)CC2)cc1,17,2,-5,-2,1.5,-0.6,-7,x,x,6,x
COc1cc(NC(=O)Cn2ccsc2=N)c(C)cc1[N+](=O)[O-],7,0,-9,4,4.0,0.0,-3,-16,1.7,-1,-0.6
CC(C)n1cnnc1SCC(=O)Nc1ccc(N2CCCCC2)cc1,-15,1,2,-9,1.6,-0.6,5,1,0.2,-9,-1.1
CCC(=O)Nc1ccccc1C(=O)OCC(=O)Nc1ccc(S(N)(=O)=O)cc1,12,1,-6,2,2.8,-0.4,1,-4,1.7,-5,3.3
C/C(=N\N(c1ccccc1)c1ccccc1)c1ccc(N)cc1,12,3,0,-9,1.0,-0.3,0,-11,-0.2,-12,-1.5
COc1ccc(NS(=O)(=O)c2ccc(C)c(NC(=O)CNC(=O)c3ccco3)c2)cc1,-19,1,-6,2,4.0,-0.3,1,x,x,1,x
CN(C(=O)COC(=O)CNS(=O)(=O)/C=C/c1ccccc1)C1CCS(=O)(=O)C1 (stereo unspecified),6,-2,-8,-7,1.4,2.2,-1,-12,3.2,-5,2.2
COC(=O)C1=C(C)NC(=O)NC1c1ccccc1Cl (stereo unspecified),36,-4,-6,-9,1.9,1.3,2,-20,3.2,7,0.5
COc1ccc(C(=O)NCCc2cc3ccc(C)c(C)c3[nH]c2=O)cc1OC,-1,2,-1,0,2.3,-1.1,2,124,1.2,9,-1.4
CCn1c(C)cc(/C=C2\NC(=O)N(Cc3ccc(Cl)cc3)C2=O)c1C,-9,7,-11,5,2.1,3.5,3,9,1.1,8,-2.4
COc1ccc(-c2oc3ccccc3c2C(=O)OCc2ccc([N+](=O)[O-])cc2)cc1,22,-1,-3,-3,1.6,-0.4,-9,-8,2.8,-7,-0.2
CCCCCn1nc(C(=O)N(CCOC)c2c(N)n(CCCC)c(=O)[nH]c2=O)c2ccccc2c1=O,19,1,4,-11,3.4,-0.2,-8,37,-4.0,-8,-3.2
Cc1cccc(CCNC(=O)CC2C(=O)NCCN2CC2CCCCC2)n1 (stereo unspecified),6,-2,-4,-6,1.1,-4.0,5,340,3.8,6,-0.8
CN(Cc1ccno1)Cc1cn(C)nc1-c1ccc(Oc2ccccc2)cc1,12,-4,12,2,5.1,-0.3,2,-6,1.4,-9,0.3
CCCCCC(=O)Nc1ccc(S(=O)(=O)NC2=NCCCCC2)cc1,3,-2,2,5,-2.1,-2.5,-1,-15,2.6,7,-1.4
[O-][n+]1ccccc1/C=C/c1ccccc1,13,1,-4,4,1.1,-0.1,5,160,6.1,4,-0.3
Cc1cc(Br)ccc1NC(=O)CN(C)C(=O)c1ccc(-n2cncn2)c([N+](=O)[O-])c1,-3,-2,-2,9,-0.9,0.1,1,0,0.8,6,1.8
